# PfHsp90 set2: growth inhibition of PfHsp90-expressing yeast, primary screen, antimalarial PfHsp90 inhibitor project, S. cerevisiae, BacTiter-Glo luminescence, single point, set 2; BacTiter-Glo ATP, 48 h; yeast lacking PDR1 and PDR3 efflux regulators; AID 504621, 2011; inhibition, % at 9.4 µM; 310,000 tested, 0.32% active;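 active = every replicate shows inhibition above about 80%, whatever the replicate mean, limit read from the data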;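 also: 0% = DMSO neutral controls and 100% = 20 µM radicicol positive controls; yeast relying on Plasmodium falciparum Hsp90 in place of its own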
# Wnt bcat act: Wnt/beta-catenin pathway activators, primary screen, cell-based, plate reader, single point; 300,000 tested, 1.2% active; activation, % at 9.35 µM; Wnt/beta-catenin reporter cell assay, activator; in the data active = activation above about 30%, passing the limit was not always enough;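 also: 0% = neutral control wells and 100% = positive control wells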
# Ecoli viability: E. coli V3065 growth inhibition, primary screen, counter-screen for AddAB inhibitor project, absorbance, OD600. inhibition, % at 11.9 µM. 330,000 tested, 0.27% active. 18 h. AID 449728, 2010;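 active = inhibition above the campaign's mean inhibition across all tested compounds plus 3 SD, cut at about 9.9% in these data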;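 also: uninfected addAB+ strain grown without phage in ampicillin broth; 0% = DMSO wells and 100% = ciprofloxacin 0.95 µg/ml wells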
# Tat export inh: E. coli Tat export inhibitors, primary screen, MC4100, TorA-mCherry reporter, fluorescence, single point | inhibition, % at 10 µM | 340,000 tested, 0.036% active;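 active = mean replicate inhibition at least 50% and at least half of replicates individually reaching 50%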;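 also: exported cargo escapes ClpAP degradation while cytoplasmic cargo is degraded and loses fluorescence; 0% = median of neutral control wells and 100% = median of NaSCN control wells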
# AddAB inh: growth inhibition of E. coli expressing H. pylori AddAB, primary screen, AddAB inhibitor project, absorbance; 330,000 tested, 0.29% active; inhibition, % at 11.9 µM; in the data active = inhibition above about 12%;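 also: 0% = vehicle wells of infected cells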
# Rtt109 HAT inh: inhibitors of C. albicans Rtt109/Vps75 HAT, primary screen, biochemical, ThioGlo CoA-SH fluorescence, plate reader | AID 540336, 2011 | inhibition, % at 34.9 µM | purified Rtt109/Vps75, 4 h | 330,000 tested, 0.16% active;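 active = inhibition of at least 50% in every replicate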
# Target sequence (Q5AAJ8 whole entry, looked up): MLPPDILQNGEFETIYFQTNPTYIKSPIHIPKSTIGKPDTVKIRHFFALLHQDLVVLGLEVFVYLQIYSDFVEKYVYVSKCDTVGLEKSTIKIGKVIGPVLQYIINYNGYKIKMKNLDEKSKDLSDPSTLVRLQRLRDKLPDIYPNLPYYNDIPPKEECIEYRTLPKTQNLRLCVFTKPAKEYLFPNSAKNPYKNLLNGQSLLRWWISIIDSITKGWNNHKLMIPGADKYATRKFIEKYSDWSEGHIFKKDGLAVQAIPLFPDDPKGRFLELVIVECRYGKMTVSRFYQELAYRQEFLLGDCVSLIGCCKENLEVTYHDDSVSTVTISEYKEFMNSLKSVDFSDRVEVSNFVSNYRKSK
# PvdQ inh: P. aeruginosa PvdQ acylase inhibitors, primary screen, biochemical, fluorescence, plate reader and imaging, single point; PvdQ acylase [Pseudomonas aeruginosa LESB58]; purified PvdQ acylase; inhibition, % at 10 µM; 340,000 tested, 0.063% active; AID 488965, 2010; in the data active = inhibition above about 30%, passing the limit was not always enough;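 also: 0% = vehicle neutral wells and 100% = reference inhibitor wells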
# CAL PDZ inh: CAL PDZ peptide-binding inhibitors, primary screen, biochemical, fluorescence polarization, Cer-tagged CAL PDZ, HTS; Golgi-associated PDZ and coiled-coil motif-containing protein (Homo sapiens), Q9HD26; purified CAL PDZ, TMR-peptide fluorescence polarization, 1 h; inhibition, % at 20 µM; 330,000 tested, 0.02% active;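 active = highest replicate inhibition of at least 40%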;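 also: plate controls were DMSO neutral control wells for no effect and unlabeled competitor peptide control wells for full effect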
#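 System: purified tagged CAL PDZ domain construct (CerCALP). Schedule: 1 h incubation at room temperature before polarization reading. Medium: 25 mM sodium phosphate pH 7.4, 150 mM NaCl, TCEP, IgG, Thesit. Read-out: percent inhibition from loss of millipolarization. Measured by: FP readout, S and P plane fluorescence. Probe or stimulus: fluorescent TMR peptide probe.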
# phage Ecoli inh: growth loss of phage-infected E. coli, primary screen, RecBCD inhibitor project, absorbance, with phage, HTS; 360,000 tested, 0.26% active; AID 651602, 2012; inhibition, % at 11.9 µM; in the data active = inhibition above about 11%
# DAGLB inh: DAGLB lipase inhibitors, primary screen, biochemical, fluorescence, HTS. Diacylglycerol lipase-beta (Homo sapiens), Q8NCG7. HEK293T DAGLB membrane lysate, EnzChek fluorogenic substrate. inhibition, % at 5.17 µM. 340,000 tested, 0.059% active. AID 504411, 2011; in the data active = inhibition above about 34%;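 also: 0% = enzyme with vehicle and 100% = wells lacking enzyme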
# Target sequence (Q8NCG7 whole entry, looked up): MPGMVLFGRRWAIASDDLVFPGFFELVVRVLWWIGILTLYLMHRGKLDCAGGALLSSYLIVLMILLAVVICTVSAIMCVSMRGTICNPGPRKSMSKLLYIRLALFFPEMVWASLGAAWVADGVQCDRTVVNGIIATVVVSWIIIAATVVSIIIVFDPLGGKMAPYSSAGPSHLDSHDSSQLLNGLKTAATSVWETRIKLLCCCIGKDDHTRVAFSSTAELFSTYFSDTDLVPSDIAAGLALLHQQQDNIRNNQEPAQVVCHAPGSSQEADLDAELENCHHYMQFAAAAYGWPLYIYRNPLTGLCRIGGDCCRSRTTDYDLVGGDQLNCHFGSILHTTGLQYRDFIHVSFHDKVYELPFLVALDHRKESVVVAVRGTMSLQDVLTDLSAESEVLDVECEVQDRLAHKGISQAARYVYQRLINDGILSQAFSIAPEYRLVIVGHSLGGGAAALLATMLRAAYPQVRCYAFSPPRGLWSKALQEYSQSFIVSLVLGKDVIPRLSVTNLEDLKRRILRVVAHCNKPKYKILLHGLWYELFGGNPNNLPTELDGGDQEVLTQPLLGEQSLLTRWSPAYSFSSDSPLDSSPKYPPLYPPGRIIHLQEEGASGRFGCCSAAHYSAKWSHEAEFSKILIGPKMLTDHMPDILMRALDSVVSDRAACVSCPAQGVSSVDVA
# * = called active by the depositor; . = no result given. Hits appear at their usual frequency. Share with any hit: about 1.9%.
SMILES,PfHsp90 set2,Wnt bcat act,Ecoli viability,Tat export inh,AddAB inh,Rtt109 HAT inh,PvdQ inh,CAL PDZ inh,phage Ecoli inh,DAGLB inh
COc1ccccc1NC(=O)N1CCCC1C(=O)NCc1ccc2c(c1)OCO2 (stereo not given),8,.,-2.8,-5,4.7,-3,-8,.,2.6,-1
CCc1nn(CCCC(=O)N2CCN(c3ccc(OC)cc3)CC2)c(=O)c2cc3occc3n12,16,0,0.0,0,4.4,3,7,-2.4,0.9,1
Fc1ccc(CNc2nc3ccccc3n3cnnc23)cc1,-9,-2,-2.1,-4,0.6,-5,-12,-0.5,4.0,1
CCCCNC(=S)Nc1ccccc1F,-3,.,2.2,-3,2.8,3,-6,-1.2,2.4,2
Cc1ccc(C(=O)Nc2ccccc2OC(F)F)cc1,.,.,0.2,-3,0.2,-2,-7,-3.9,2.8,-3
Cc1ccc(CC(=O)Nc2nc3c(s2)CCCC3)cc1,-29,1,-2.8,-3,0.3,-3,-10,-2.0,3.7,-5
CC(O)[C@H]1CNCCN1CCc1cccc2ccccc12 (stereo not given in full),5,-2,-0.6,-5,2.2,0,2,-0.5,3.0,-4
CC1(C)CC(=O)C2=C(C1)c1c(ccc3ncccc13)NC2c1cccs1 (stereo not given),-8,-6,0.0,-3,5.6,2,-4,-0.4,2.3,1
CCc1nnc(NC(=O)CSc2nnc(Cc3ccccc3)n2-c2ccccc2)s1,4,-7,-0.2,-5,3.1,0,14,-0.4,1.2,1
COCCn1c(C)cc(C(=O)CSc2ccc(NC(C)=O)cc2)c1C,8,-5,-0.9,2,0.2,1,2,-0.1,-0.3,1
O=C(NCCN1C(=O)S/C(=C\c2ccccc2F)C1=O)C1CC(=O)N(Cc2ccccc2)C1 (stereo not given),-4,0,0.5,-5,1.9,-1,-4,-1.3,2.5,1
O=C(O)C1=C(C(=O)O)C2C=CC1C2,13,3,.,-2,.,4,-13,0.0,1.1,0
Cc1ccc(OCC(=O)NC(=S)Nc2ccc(Br)cn2)cc1,-2,12,3.8,1,7.3,0,-19,-1.3,1.9,-7
O=C(NCc1cccnc1)C(=O)Nc1cc2c3c(c1)CC(=O)N3CCC2,7,.,0.5,-7,-1.0,-9,-3,-0.6,.,4
CCn1c(CNc2ccc(F)cc2)nnc1SCC(=O)Nc1ccc(OC)cc1OC,12,-2,-1.8,4,-0.4,-3,-2,-1.8,1.1,1
COc1ccc(CC(=O)NC(C)c2nnc(SCCC(=O)Nc3ccccc3)n2C)cc1 (stereo not given),-5,3,1.3,-2,1.5,-1,9,-2.6,4.1,0
O=C(CNC(=O)c1ccc(N2C(=O)c3ccccc3C2=O)cc1)OCC(=O)c1ccc(Cl)cc1,-10,-3,-1.1,-3,-1.2,-5,-15,-0.7,4.0,1
CCc1ccc(-c2nc(NC(=O)c3ccc(OCC(=O)Nc4ccc(F)cc4)c(OC)c3)sc2C)cc1,-12,.,1.6,6,1.5,-1,3,-0.7,3.8,1
CCc1cc2c(=O)c(-c3nc4ccccc4n3C)c(COCC(=O)O)oc2cc1O,6,3,-2.3,-5,-0.2,-12,-16,-3.1,4.0,0
CC(C)(C)NC(=O)CN(C(=O)CCC(=O)Nc1nccs1)c1cccc(C(F)(F)F)c1,14,0,-0.6,-23,-0.1,4,-5,-0.3,2.2,2
COc1ccc(S(=O)(=O)N2CCNC(=O)CC2)cc1,-27,0,-1.7,-8,1.8,-12,-15,-2.8,1.3,-2
O=C(CSc1ncccn1)NC(=O)Nc1ccc2c(c1)OCCO2,-7,5,8.7,-4,12*,4,-11,-2.3,7.2,0
O=C(NCC1CCCO1)Nc1cccc(Cl)c1 (stereo not given),-5,.,-2.4,2,-0.3,0,-12,-3.7,2.0,-1
Clc1ccc(OCc2nnc3n2N=C(c2ccc4c(c2)OCCO4)CS3)c(Cl)c1,.,-6,-1.5,-3,2.5,1,-12,-3.5,2.8,0
c1coc(-c2nc(-c3ccco3)c(-c3ccco3)nc2-c2ccco2)c1,-1,-1,-1.6,4,-0.3,0,3,0.2,3.0,7
CCCCn1c(N)c(N(CCOC)C(=O)c2sc3cc(F)ccc3c2Cl)c(=O)[nH]c1=O,.,-1,0.4,-4,-0.7,3,-1,-2.4,3.3,3
CCOC(=O)c1cnn(-c2ccccc2)c1-n1cccc1,21,6,-1.4,-2,0.8,-16,-15,-1.8,0.9,-5
C/C(CC(=O)Nc1ccc(Br)cc1)=N\NC(=O)Cc1csc(N)n1,8,0,.,-3,.,-1,5,-0.5,2.0,1
CCOCCOC(=O)C1=C(C)NC2=C(C(=O)CC(c3cccs3)C2)C1c1ccsc1 (stereo not given),-3,.,-0.4,-4,4.0,.,7,-2.7,1.1,-6
O=C(N/N=C/c1ccccc1Cl)c1[nH]c2ccc(Br)cc2c1-c1ccccc1,-26,-5,-2.6,-7,-1.5,0,-1,-2.0,4.8,-16
Cc1c(C)n(C)c2ccc(C(=O)NCCCN(C)C3CCCCC3)cc12,20,-1,-2.1,13,4.4,3,-7,-1.2,-1.9,4
CCc1cccc(C)c1NC(=S)NCCc1c(C)[nH]c2ccc(C)cc12,-25,-9,2.2,19,4.1,0,-13,-1.4,2.8,-2
COc1ccc(OCCN2C(=O)NC(C)(c3ccc(C)cc3)C2=O)cc1 (stereo not given),0,-3,-1.2,-4,1.0,-12,-3,-0.1,3.4,0
COc1cc(CNC(C)C23CC4CC(CC(C4)C2)C3)cc(OC)c1OC (stereo not given),-8,-2,.,0,.,8,-2,-0.8,2.9,-2
Cc1ccccc1C(=O)NCC(=O)NNC(=S)NC(=O)c1ccccc1,-1,.,0.0,-3,3.9,-4,9,-0.8,2.6,-1
Cc1ccc(-c2csc(N(CCCN3CCOCC3)C(=O)c3ccco3)n2)cc1,-2,-9,0.1,1,-1.7,.,-7,-3.6,-0.4,-9
CC1CCCN(S(=O)(=O)c2ccc(NC(=O)[C@@H]3CCCN3C(=O)c3cccs3)cc2)C1 (stereo not given in full),-11,3,1.6,-1,1.7,7,-14,-0.1,1.7,3
CC(C)OCCCNC(=O)C1CCC(=O)N1C(C)C (stereo not given),-11,.,-1.4,-14,-0.3,1,-9,-0.6,1.2,3
COc1ccc(/C=C(\NC(=O)c2ccc(C)cc2)C(=O)NCCCN2CCOCC2)cc1OC,14,-2,-0.6,-4,5.9,-3,-11,1.4,-3.0,2
Cc1cccc(Nc2ccccc2C(=O)OCC(=O)NCc2ccco2)c1C,-49,.,-2.5,-7,-1.9,15,-13,-0.3,2.1,-2
Cc1[nH]n(S(=O)(=O)Cc2ccccc2)c(=O)c1N=Nc1ccccc1Cl,6,2,-0.1,-3,4.6,1,-10,0.0,3.1,11
COc1ccc(CNC(=O)c2cc(S(=O)(=O)N3CCCCC3)ccc2N2CCOCC2)cc1OC,37,1,.,4,.,1,12,0.4,1.8,-3
CCOc1c(C=C(C#N)C#N)c2ccccc2n1CC,1,0,-1.7,5,4.6,19,-3,-0.3,2.8,4
COc1cc2oc(=O)cc(-c3ccc(-c4ccc(C(F)(F)F)cc4)cc3)c2c(OC)c1OC,-5,.,3.7,7,-0.6,0,-8,-0.8,.,-2
Cc1nnc(SC(C(=O)c2ccccc2)c2ccccc2)[nH]c1=O (stereo not given),-12,10,-1.8,-2,-0.7,1,-13,-0.5,1.4,2
N#Cc1ccccc1S(=O)(=O)Nc1ccc2c(c1)OCCO2,-1,-1,-2.4,11,1.3,-9,0,-0.5,0.1,0
Cc1ccc(/C=N/n2cnc3sc(C)c(C)c3c2=O)o1,-18,5,-2.3,-4,4.9,-2,-3,-3.1,8.5,-3
COC(=O)C1=C(C)N(CCCC(=O)O)C(=O)NC1c1ccc(C(F)(F)F)cc1 (stereo not given),-10,0,-0.3,-6,3.1,0,-17,-2.2,2.9,0

# Three of these compounds in another layout:
Molecule: CC1CCCN(S(=O)(=O)c2ccc(NC(=O)[C@@H]3CCCN3C(=O)c3cccs3)cc2)C1 (stereo not given in full)
  PfHsp90 set2 = -11; Wnt bcat act = 3; Ecoli viability = 1.6; Tat export inh = -1; AddAB inh = 1.7; Rtt109 HAT inh = 7; PvdQ inh = -14; CAL PDZ inh = -0.1; phage Ecoli inh = 1.7; DAGLB inh = 3
Molecule: CC(C)OCCCNC(=O)C1CCC(=O)N1C(C)C (stereo not given)
  PfHsp90 set2 = -11; Wnt bcat act = .; Ecoli viability = -1.4; Tat export inh = -14; AddAB inh = -0.3; Rtt109 HAT inh = 1; PvdQ inh = -9; CAL PDZ inh = -0.6; phage Ecoli inh = 1.2; DAGLB inh = 3
Molecule: COc1ccc(/C=C(\NC(=O)c2ccc(C)cc2)C(=O)NCCCN2CCOCC2)cc1OC
  PfHsp90 set2 = 14; Wnt bcat act = -2; Ecoli viability = -0.6; Tat export inh = -4; AddAB inh = 5.9; Rtt109 HAT inh = -3; PvdQ inh = -11; CAL PDZ inh = 1.4; phage Ecoli inh = -3.0; DAGLB inh = 2

# Continued.
SMILES,PfHsp90 set2,Wnt bcat act,Ecoli viability,Tat export inh,AddAB inh,Rtt109 HAT inh,PvdQ inh,CAL PDZ inh,phage Ecoli inh,DAGLB inh
NC(=O)NC(=O)CN1c2cccc3cccc(c23)S1(=O)=O,-3,-1,-0.6,3,4.3,-11,-13,-2.2,0.1,-1
O=C(CNC(=O)c1cccnc1)N/N=C/c1cccnc1,20,-2,-0.5,-3,0.7,-28,-18,-1.1,1.8,-3
Cc1ccc(S(=O)(=O)N2CCN(C(=O)c3ccc(-n4cncn4)c([N+](=O)[O-])c3)CC2)cc1,27,-1,1.4,1,1.7,2,-4,-2.6,1.0,2
COc1ccc(/C=C(\NC(=O)c2cccs2)C(=O)Nc2cccc3ccccc23)cc1OC,7,.,0.3,2,4.2,19,-4,-1.4,1.9,2
OCC1OC(n2ccc3c(NO)ncnc32)C(O)C1O (stereo not given),-5,-3,.,1,.,3,11,-0.8,5.7,-2
O=C(c1ccc(Oc2ccccc2)cc1)C1CCCN(C(=O)c2cnccn2)C1 (stereo not given),-36,0,3.2,-2,4.7,-11,-14,-2.9,3.8,-4
C=C1c2cc(OC)ccc2NC(=O)N1CC,-8,.,0.3,3,3.9,3,-9,-2.1,0.5,1
Clc1ccccc1CSc1nnc([C@@H]2CCCN2)o1,-28,-2,-1.4,-3,-0.2,6,-9,-1.3,2.5,4
CCOc1nc2cnccc2n(CC(=O)Nc2ccccc2F)c1=O,11,2,0.5,-9,5.7,-13,-9,-1.8,1.7,0
CCc1sc(C(=O)N2CCCN(C)CC2)cc1Br,-14,-1,2.4,-14,1.6,-1,-2,-0.8,1.6,-1
Cc1nc2ccc(NC(=S)NCc3ccccc3)cc2nc1C,6,-2,1.7,-5,-1.0,-4,-3,-0.8,3.9,-4
Cn1cccc1/C=N/NC(=O)C12CC3CC(CC(C3)C1)C2,-15,.,-1.0,3,6.3,-1,-1,-1.6,4.5,2
CCCCn1c(N)c(N(CCOC)C(=O)CCNC(=O)c2ccc(Br)cc2)c(=O)[nH]c1=O,.,-1,0.9,4,0.8,-8,-14,1.0,3.2,1
